# SIRT5 inh: inhibitors of human sirtuin-5 desuccinylase; Q9NXA8; Purified SirT5, succinyl-peptide AMC, trypsin-coupled fluorescence; inhibition, % at 15 µM; hit rate 1.1% among 330,000; AID 652115; in the data active = inhibition above about 15%
# Target sequence (Q9NXA8 whole entry, looked up): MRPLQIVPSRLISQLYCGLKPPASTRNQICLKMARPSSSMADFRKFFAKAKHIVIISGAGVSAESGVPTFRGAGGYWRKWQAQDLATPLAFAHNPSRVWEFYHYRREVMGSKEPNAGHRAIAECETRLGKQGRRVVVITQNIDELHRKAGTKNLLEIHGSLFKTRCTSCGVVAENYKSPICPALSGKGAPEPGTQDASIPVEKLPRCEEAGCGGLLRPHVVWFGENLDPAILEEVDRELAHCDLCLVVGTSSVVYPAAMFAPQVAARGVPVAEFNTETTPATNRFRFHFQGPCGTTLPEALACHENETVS
# C2C12 statin: protects C2C12 myotubes from simvastatin toxicity | ATP luminescence, 48 h; scaled: DMSO 0, geranylgeraniol control 100 | rescue of ATP level, % at 7.49 µM | hit rate 0.78% among 330,000;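 active = mean ATP rescue above about 67%, or every replicate alone reaching that limit, limit read from the data, passing the limit was not always enough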;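 also: myotubes were challenged with 10 µM simvastatin during compound exposure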
# PGC1a acetyl inh: PGC1a acetylation modulation, inhibitor mode; U2OS PGC1a acetylation, AlphaScreen anti-acetyl-lysine; with virally co-expressed GCN5 acetyltransferase; inhibition, % at 15.6 µM; hit rate 0.17% among 350,000; AID 651687;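 active = every replicate shows inhibition of at least 40%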;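 also: 0% = neutral control wells and 100% = positive control wells; some results beyond the cut were filed as inactive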
# Xi reactivation: activators of X-chromosome reactivation in mouse fibroblasts. XiGFP mouse fibroblasts, % GFP-positive cells imaging, 3 d; cells co-treated with 5-aza-dC sensitizer; scaled so ellipticine positive control = 100%. hit rate 0.055% among 360,000. activation, % at 7.58 µM;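 active = mean normalized replicate activation at least 10% and every replicate at or above 10%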;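 also: 0% = median of on-plate neutral control wells and 100% = ellipticine 6 µM median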
#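 Assay system: SV40-immortalized XiGFP fibroblast cells, line 68-5-11; buffer or medium: DMEM plus 5-aza-dC sensitizer; compound: one concentration, pinned; timing: compounds 3 days, fix/stain 15 min at room temperature; benchmarks: positive control ellipticine, 6 µM final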
# Cneo AK release: causes C. neoformans cell lysis | adenylate kinase release luminescence, 4 h; normalised: neutral wells 0, clomiphene wells 100 | lysis activity, % at 15 µM | hit rate 0.2% among 360,000 | AID 651654;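 active = mean lysis activity across replicates of at least 80%, whatever share of replicates individually reach that level; inactive = mean lysis activity below 80%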
#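 Assay system: C. neoformans cells. Amount: yeast cell density of 5 × 10^6 cells/mL. Technique: AK luminescence. Buffer or medium: YPD. Times: static 4 h at 37 °C with compound, 1 h detection. Dosing: single-point compound dose. Read-out: lysis from increased AK signal.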
# ERAP1 inh: blocks human ERAP1 aminopeptidase activity; inhibition, % at 10.7 µM; hit rate 0.15% among 340,000; AID 652197; Q9NZ08; recombinant ERAP1, Leu-AMC fluorescence, 60 min;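 active = mean replicate inhibition of at least 30%, or all replicates individually reaching that 30% level; inactive = mean below 30% and not every replicate reaching it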;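 also: 0% = neutral control wells and 100% = L-leucinethiol positive control wells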
# S100A4 MyoIIA: S100A4-myosin IIA interaction inhibition. P26447. S100A4/TAMRA-MyoIIA peptide fluorescence polarization. inhibition, % at 10.7 µM. hit rate 0.14% among 360,000;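 active = mean inhibition of at least 70% across replicates, with every replicate also reaching that level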
# Target sequence (P26447 whole entry, looked up): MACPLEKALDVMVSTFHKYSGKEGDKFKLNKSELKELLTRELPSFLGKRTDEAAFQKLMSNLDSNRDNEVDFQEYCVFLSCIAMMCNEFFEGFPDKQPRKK
#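 Material: S100A4 monomer protein / Buffer or medium: 50 mM HEPES pH 7.2, 10 mM CaCl2, 100 mM KCl / Times: 5 min incubation before reading / Benchmarks: neutral control DMSO, positive control TFP / Reagent: labelled myosin peptide probe, 5 nM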
# LGR2 antag: blocks bursicon-induced cAMP signaling via Drosophila LGR2 | HEK293 LGR2, CRE-luciferase, bursicon-stimulated, 4 h | inhibition, % at 9.99 µM | hit rate 0.35% among 380,000 | AID 720647;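 active = drop in luminescence signal, shown as inhibition above about 50% in the replicate tests, limit read from the data, passing the limit was not always enough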;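 also: agonist challenge used bursicon conditioned medium at about half maximal strength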
# An asterisk follows results filed as active; x = no result given.
item	SMILES	SIRT5 inh	C2C12 statin	PGC1a acetyl inh	Xi reactivation	Cneo AK release	ERAP1 inh	S100A4 MyoIIA	LGR2 antag
1	COc1ccc(Cc2nnc(NC(=O)c3ccc(OC(C)=O)cc3)s2)cc1OC	-5	3	2	0.0	0	0	4	5
2	CC(C)[C@H](N)C(=O)N1CCC(C(=O)N[C@@H](Cc2ccccc2)C(=O)NCc2ccc(F)cc2)CC1	-4	-5	2	0.0	-1	-5	-1	-46
3	CC(C)CC#Cc1ccc2c(c1)O[C@H](CN(C)S(=O)(=O)c1cccc(F)c1)[C@@H](C)CN([C@H](C)CO)S2(=O)=O	16*	-61	13	-1.2	0	-3	0	7
4	COCC(=O)N1C[C@@H](C)[C@@H](OC)CN(C)C(=O)c2ccc(NC(=O)C3CCC3)cc2OC[C@@H]1C	0	-17	7	-0.1	-2	-3	4	-4
5	C=CCNC(=O)c1onc(CSc2cccc(Cl)c2)c1C(=O)O	-2	-4	x	0.0	18	-1	14	x
6	CCOc1ccc(NS(=O)(=O)c2ccc3c(c2)N(C(C)=O)CCS3)cc1	-7	0	x	0.0	1	-2	12	0
7	COc1ccc(NC(=S)N/N=C/c2cccn2Cc2ccc(F)cc2)cc1	0	x	6	0.0	x	3	4	13
8	CO[C@@H]1CN(C)C(=O)c2ccc(NC(C)=O)cc2OC[C@H](C)N(CC2CC2)C[C@@H]1C	-1	-1	1	-0.2	1	4	-1	5
9	COc1cc(C)c(CN2CCC(Oc3ccc(C(=O)N4CCCC4)cc3)CC2)cc1C	-13	-3	x	0.1	1	0	6	0
10	c1ccc(CNC2CC3CCC2C3)cc1 (configuration not stated)	x	-3	-12	-0.1	-1	-8	6	-14
11	O=C(O)CNC(=O)c1ccc(OC(F)F)cc1	-3	-7	-11	x	3	5	-3	14
12	O=C(CNCc1ccccc1Cl)Nc1cc(S(=O)(=O)N2CCOCC2)ccc1Cl	-1	0	x	-0.1	0	-2	-1	12
13	CCC(=O)N1CC2(C1)[C@@H](c1ccc(-c3ccccc3)cc1)[C@@H](CO)N2C(C)=O	x	x	4	0.0	x	x	-41	8
14	CN(C)C(=O)C[C@H]1C[C@H]2c3cc(NC(=O)NC4CCCC4)ccc3O[C@H]2[C@H](CO)O1	-1	5	-1	0.4	-4	2	-2	10
15	O=c1[nH][nH]c2c1[C@H](c1ccc(Cl)cc1)O[C@H](C1CCCC1)C2	0	x	x	0.1	x	-1	-5	2
16	Cc1ccccc1C(=O)NN1C(=O)CSC1=S	4	-1	3	0.0	-1	-1	-3	-25
17	N#Cc1cccc(-c2ccc([C@H]3[C@@H](CO)N4CCCCN(C(=O)Nc5ccccc5)C[C@H]34)cc2)c1	3	x	-5	0.4	2	5	-8	20
18	N#C[C@@H]1[C@@H](c2ccccc2C2=CCCCC2)[C@@H](CO)N1S(=O)(=O)c1cccc(F)c1	-5	x	-21	0.0	x	0	-4	13
19	CN(C)C(=O)CCc1ccc2c3c([nH]c2c1)[C@]1(CCc2ccccc2)[C@@H](C(=O)N2CCCCC2)C[C@H](CC(=O)NC(C)(C)C)C(=O)N1CC3	-2	2	-9	0.5	0	1	-2	8
20	CC(C)NC(=O)NCC[C@@H]1CC[C@H](NC(=O)CCN2CCCCC2)[C@@H](CO)O1	2	-8	1	0.0	3	0	4	1
21	C[C@H](CO)N1C[C@H](C)[C@H](CN(C)S(C)(=O)=O)OCc2ccccc2-c2ccccc2C1=O	-1	-7	15	0.2	-2	-3	1	9
22	CCc1ccc(-c2cc(C(=O)N/N=C/c3ccccn3)[nH]n2)cc1	0	x	x	3.2	x	2	1	-26
23	Cc1ccc(C(=O)N2CCC3(CC2)Oc2ccc(F)cc2C(=O)C32CC(c3ccccc3)=NO2)s1 (configuration not stated)	-5	-24	-50	-0.3	0	-3	-23	6
24	O=S(=O)(Nc1ccc2nc(N3CCOCC3)sc2c1)c1ccccc1	-1	3	-12	0.0	-1	3	-7	-63
25	O=C(CC(NC(=O)C(F)(F)F)c1ccccc1)Nc1nnc(CCc2ccccc2)s1 (configuration not stated)	0	x	x	0.0	x	1	-2	-5
26	O=C(C[C@@H]1C=C[C@@H](NC(=O)Cc2cccnc2)[C@H](CO)O1)Nc1ccccc1	0	-5	-4	0.2	-6	2	15	6
27	Cc1c(OCC(=O)NC2CC(C)(C)NC(C)(C)C2)ccc2c3c(c(=O)oc12)CCC3	-3	-5	x	0.2	0	3	-3	6
28	Cc1cc(C)nc(SCc2c(F)cccc2Cl)n1	0	-3	-3	0.3	4	x	7	2
29	COc1ccccc1N1CCN(S(=O)(=O)CCNC(=O)C2CCCCC2)CC1	0	10	x	0.0	1	-3	-3	-5
30	COC(=O)[C@H]1[C@H](CO)[C@H]2Cn3c(ccc(-c4ccccc4F)c3=O)[C@H]2N1Cc1ccccc1	3	14	x	0.4	5	0	-2	-11
31	COc1ccc(OC)c(NC(=O)CCNC(=O)c2ccco2)c1	-1	2	x	0.0	3	-4	-6	3
32	CCOc1ccc(CN(C)CC(=O)NCc2ccccc2Cl)cc1	1	x	-1	0.0	x	4	-6	-10
33	CN(C)CCCNc1oc(-c2ccccc2Cl)nc1S(=O)(=O)c1ccccc1	8	-5	x	-0.1	2	-1	2	17
34	Cc1ccc(C(=O)c2c3ccccc3[n+]([O-])n2CCO)cc1	x	-7	-4	0.0	-4	0	-12	-9
35	O=C([C@@H]1[C@@H](CO)[C@@H]2Cn3c(ccc(C4=CCCCC4)c3=O)[C@@H]2N1Cc1nccs1)N1CCCCC1	-12	-4	x	0.0	2	-1	1	15
36	NC(=O)c1ccc(NC(=O)COC(=O)/C=C/c2cccs2)cc1	0	x	-6	0.0	x	-3	-1	5
37	CCCN(C)C[C@@H]1Oc2cc(C#Cc3ccccc3OC)ccc2S(=O)(=O)N([C@H](C)CO)C[C@@H]1C	-9	-7	-23	-0.1	-5	2	-59	10
38	CC(=O)Nc1ccc(S(=O)(=O)NCCC(=O)Nc2ncccc2C)cc1	-3	-11	x	0.0	7	1	16	-12
39	O=C(CCCN1C(=O)c2cccc3cccc(c23)C1=O)N1CCN(c2ccc(F)cc2)CC1	-6	x	-4	0.0	x	0	1	7
40	Cc1ccccc1S(=O)(=O)N[C@@H]1CC[C@@H](CCn2cc(-c3ccccc3)nn2)O[C@@H]1CO	4	-4	2	-0.5	-1	3	-21	-14
41	C#CCOCCOCCOCCNc1nc(N2CCN(C(=O)C([C@@H](C)CC)n3cc(C(N)CO)nn3)CC2)nc(N2CCN(C(=O)C([C@@H](C)CC)n3cc(C(N)COC(=O)C(F)(F)F)nn3)CC2)n1 (some centres not stated)	-4	x	x	0.1	x	-5	0	10
42	Cc1nc2sccn2c(=O)c1S(=O)(=O)N1CCN(c2cccc(C(F)(F)F)c2)CC1	12	19	4	0.0	1	-2	-2	-13
43	CCN1CCN(c2ccc(NC(=O)c3cccc(F)c3)cc2Cl)CC1	-8	-7	9	0.2	-3	-7	7	-20
44	Cc1ccc(C(=O)Nn2c(O)c(C=C3N=c4ccccc4=N3)sc2=S)cc1	x	48	3	x	-1	x	x	-10
45	O=C1C=C(c2ccc3ccccc3c2)C[C@@H](c2ccc(Cl)cc2)C1	x	-11	x	0.0	1	-2	-7	-5
46	Cc1ccc2nc3c(c(C(=O)OCC(=O)NC4CCS(=O)(=O)C4)c2c1)CCCC3 (configuration not stated)	x	x	2	-0.1	x	-3	0	22
47	O=C(CSc1nc2ccc(Nc3nc(N4CCOCC4)nc(N4CCOCC4)n3)cc2s1)Nc1ccccc1Cl	-1	x	-2	0.5	0	-3	23	16
48	Cc1nnc(SCC(=O)NCC2CCCO2)n1Cc1ccccc1 (configuration not stated)	5	x	-3	0.0	x	2	3	5
49	CC(C)(C)CN1C(N)=NC[C@@H]1c1ccccc1	x	-6	-4	0.1	0	x	x	19
50	COC(=O)[C@@H]1[C@@H](CO)[C@@H]2Cn3c(ccc(-c4cccc(OC)c4)c3=O)[C@@H]2N1CC1CC1	-2	-7	x	0.2	1	-2	1	-10
51	CCc1noc(C)c1C(=O)Nc1nc2ccc(OC)cc2s1	-1	14	x	0.5	x	1	-4	-22
52	COCC#Cc1ccc2c(c1)O[C@@H](CN(C)Cc1ccccn1)[C@@H](C)CN([C@H](C)CO)S2(=O)=O	-4	8	-10	-1.1	-2	1	-2	-12
53	CCCCn1c(N)c(N(CCC(C)C)C(=O)C2CC(=O)N(CCc3ccc(OC)c(OC)c3)C2)c(=O)[nH]c1=O (configuration not stated)	-2	-2	x	0.1	0	1	20	-7
54	COc1ccc(N2CCN(C(=O)CN3CCN(c4nc(-c5ccc(F)cc5)cs4)CC3)CC2)cc1	2	-1	11	0.1	0	3	7	x
55	Cc1cnc(C(=O)OCC(=O)N=c2sccn2Cc2ccccc2Cl)cn1	0	4	x	-0.1	1	-2	0	-5
56	Cc1ccc(C(=O)OCc2nc(N)nc(Nc3ccccc3C)n2)cc1	x	8	x	-0.1	5	x	x	2
57	C=CCc1cccc(CNc2cnc3ccccc3c2)c1O	-3	19	-14	1.1	-3	-3	-14	-21
58	O=C(C[C@@H]1C=C[C@H](NC(=O)Nc2cccc(F)c2)[C@@H](CO)O1)NCC1CC1	-14	-2	0	0.2	-4	-1	35	11
59	COc1ccccc1CNC(=O)C[C@@H]1CC[C@H]2[C@@H](COc3ccc(NC(C)=O)cc3C(=O)N2C)O1	x	13	-1	0.0	-10	x	x	8
60	COc1ccccc1N1CCN(c2nc3ccccc3nc2C(C#N)C(=O)OC(C)C)CC1 (configuration not stated)	x	6	-7	x	0	x	x	16

# Continued.
item	SMILES	SIRT5 inh	C2C12 statin	PGC1a acetyl inh	Xi reactivation	Cneo AK release	ERAP1 inh	S100A4 MyoIIA	LGR2 antag
61	CCOC(=O)CC(=O)CSc1ncc(C(=O)OCC)c(N)n1	x	120*	6	x	1	x	x	13
62	COCC#Cc1ccc2c(c1)O[C@H](CN(C)C(=O)COC)[C@H](C)CN([C@@H](C)CO)S2(=O)=O	1	-3	2	-0.5	2	-5	-5	-7
63	O=C(Nc1cccc(C(F)(F)F)c1)C1=CC=CN2CCS(=O)(=O)N=C12	4	-9	1	-0.1	1	0	0	6
64	Cc1noc(C)c1S(=O)(=O)N(C)C[C@@H]1OCCCC[C@@H](C)Oc2ccc(NC(=O)C3CCCCC3)cc2C(=O)N([C@H](C)CO)C[C@H]1C	2	-69	-3	-0.4	1	-2	-2	2
65	CS(=O)(=O)Nc1ccccc1C(=O)OCC(=O)NCc1cccs1	-1	-2	3	0.0	x	0	4	4
66	COc1cccc(NC(=O)C2CCCN2C(=O)Nc2ccccc2)c1 (configuration not stated)	-3	0	-13	0.2	-1	-2	7	20
67	N#C[C@H]1[C@@H](c2ccc(C3=CCCC3)cc2)[C@@H](CO)N1C(=O)NC1CCCCC1	0	x	x	0.3	x	0	-4	3
68	COc1ccc2nc(N=Nc3ccc(O)c4ccccc34)sc2c1	0	x	x	0.7	x	8	1	x

# An excerpt of these results, as labelled records:
67. N#C[C@H]1[C@@H](c2ccc(C3=CCCC3)cc2)[C@@H](CO)N1C(=O)NC1CCCCC1
- SIRT5 inh: 0
- C2C12 statin: x
- PGC1a acetyl inh: x
- Xi reactivation: 0.3
- Cneo AK release: x
- ERAP1 inh: 0
- S100A4 MyoIIA: -4
- LGR2 antag: 3
68. COc1ccc2nc(N=Nc3ccc(O)c4ccccc34)sc2c1
- SIRT5 inh: 0
- C2C12 statin: x
- PGC1a acetyl inh: x
- Xi reactivation: 0.7
- Cneo AK release: x
- ERAP1 inh: 8
- S100A4 MyoIIA: 1
- LGR2 antag: x

# Source: PubChem BioAssay

# Some of the compounds tested; rates above refer to the full screens.
